MEKK2mut PB1 HTS: signal of MEK5 binding to mutant human MEKK2 PB1 domain; AID 1530; 290,000 tested, 0.35% active; percent response, % at 10 µM; bead flow cytometry, Alexa488-MEK5 binding to MEKK2 mutant; in the data active means percent response above about 24%, passing the limit was not always enough; further: inactives centre near 1; some results filed as inactive read as strong as hits
DNA FID counter: displaces DNA intercalator in HCV helicase counter-screen. DNA fluorescent intercalator displacement, fluorescence. inhibition, % at 7.9 µM. 290,000 tested, 0.17% active; in the data active means inhibition above about 37%;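 further: 0% = vehicle and 100% = reference compound; higher means more ethidium bromide displaced from hairpin DNA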
M18AAP inhibitor: blocks P. falciparum M18 aspartyl aminopeptidase | recombinant PfM18AAP, H-Glu-NHMec fluorogenic cleavage | inhibition, % at 7.35 µM | 290,000 tested, 1.2% active | AID 1822;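 active means inhibition above the campaign mean inhibition over all tested compounds plus 3 SD, cut at about 28% in these data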;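 further: 0% = plate median of test compound wells and 100% = 2 mM ZnCl2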
VIM-2 inh: blocks Pseudomonas aeruginosa VIM-2 metallo-beta-lactamase; purified VIM-2, nitrocefin hydrolysis, epi-absorbance fluorescence; inhibition, % at 5.6 µM; 290,000 tested, 0.89% active; AID 1527;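 active means inhibition above the mean of all tested compounds plus 3 SD, cutoff set per screening run, cut at about 7.5% in these data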;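 further: red hydrolysis product quenches plate fluorescence so inhibitors raise well fluorescence; 0% = enzyme with DMSO and 100% = DMSO without enzyme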
SUMO HTRF inh: inhibitors of human SUMOylation (UBC9) | P63279 | HTRF SUMOylation assay, SAE1/SAE2 + UBC9, in vitro | inhibition, % at 35 µM | 290,000 tested, 0.36% active | AID 2006; in the data active means inhibition above about 50%, passing the limit was not always enough; further: strong numbers were not always called active
Target sequence (P63279 whole entry, looked up): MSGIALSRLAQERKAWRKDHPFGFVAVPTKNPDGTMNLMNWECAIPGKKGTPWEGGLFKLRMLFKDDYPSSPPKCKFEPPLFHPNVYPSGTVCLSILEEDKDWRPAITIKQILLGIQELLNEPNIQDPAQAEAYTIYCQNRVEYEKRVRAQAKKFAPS
NALP1 inh: NALP1 inhibition; inhibition, % at 10 µM; 280,000 tested, 0.61% active; S. cerevisiae NALP1/ASC/caspase-1 growth, X-gal OD620, 72 h; in the data active means inhibition mostly above about 24%, no sharp cut-off; inactive means mostly below about 32%; further: some compounds called inactive have numbers as strong as hits
MEKK2wt PB1 HTS: raises or lowers MEK5 binding to wildtype human MEKK2 PB1 domain; Q9Y2U5; bead flow cytometry, Alexa488-MEK5 binding to MEKK2 WT; actives lie on both sides; binding response (% of control), % at 10 µM; 290,000 tested, 1.1% active; AID 1531; in the data active means binding response below about 67% or above about 130%
NS3 helicase inh: inhibitors of Hepatitis C virus NS3 helicase; AID 1800; NS3 helicase DNA unwinding, Cy5 molecular beacon fluorescence; 290,000 tested, 0.56% active; inhibition, % at 10.9 µM;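 active means inhibition above the mean of all tested compounds plus 3 SD, set per campaign, cut at about 35% in these data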;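 further: 0% = DMSO wells and 100% = thioflavine S control wells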
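Control set: DMSO versus 110 µM thioflavine S; Material: NS3 helicase fragment of HCV; Measured by: Cy5 fluorescence at 0 and 60 min, beacon hairpin quenching; Read-out basis: percent inhibition from t60/t0 fluorescence ratio; Times: reaction time 60 min, 25 °C; Repeats: single replicate; Compound dosing: single dose, 10.9 µM nominal final, DMSO 0.8% final.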
IMP-1 inhibitor: blocks Pseudomonas aeruginosa IMP-1 metallo-beta-lactamase. purified IMP-1, nitrocefin hydrolysis, epi-absorbance fluorescence. 290,000 tested, 0.45% active. inhibition, % at 5.6 µM. AID 1556;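 active means inhibition above the mean plus 3 SD of all compounds in the same screening run, cut at about 4.5% in these data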;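 further: 0% = IMP-1 with DMSO and 100% = DMSO wells lacking enzyme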
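System – purified recombinant IMP-1 beta-lactamase · Input – IMP-1 dispensed at 0.2 nM · Timing – 15 min preincubation plus 25 min reaction at 25 °C · Signal – Epi-absorbance fluorescence, 480 nm excitation, 530 nm emission · Measure – percent IMP-1 inhibition derived from blank-referenced optical density · Controls – Enzyme-plus-DMSO low control, enzyme-free DMSO high control · Replication – singlicate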
Active calls of the source: *; . = no result given.

nr | structure | MEKK2mut PB1 HTS | DNA FID counter | M18AAP inhibitor | VIM-2 inh | SUMO HTRF inh | NALP1 inh | MEKK2wt PB1 HTS | NS3 helicase inh | IMP-1 inhibitor
1 | CCCNC(=S)N1CCN(C)CC1 | 0 | 4 | 2 | -4.4 | -10 | 20 | 106 | -3 | -0.5
2 | Cc1ccc(N2CCCCn3c2nc2c3c(=O)[nH]c(=O)n2C)cc1 | -7 | -17 | 4 | -1.6 | 4 | 3 | 91 | -1 | -2.3
3 | Cc1ccc2nc3c(cc2c1)c(NC(=O)C(C)(C)C)nn3CC(C)C | -4 | -24 | -5 | 0.9 | 2 | 4 | 99 | -22 | -1.0
4 | CCNS(=O)(=O)c1ccc(CCC(=O)Nc2ccc(C(=O)OC)cc2)cc1 | -2 | -9 | -1 | -0.4 | 1 | -2 | 95 | -10 | -0.1
5 | CCOC(=O)c1c(NC(=O)OC)sc2c1CCC2 | 1 | -1 | 1 | -3.5 | -6 | 12 | 99 | 0 | -3.7
6 | O=C(C1CCCN1S(=O)(=O)c1cccc2cccnc12)N1CCn2c1nc1ccccc12 (stereo not drawn) | 3 | -31 | -1 | -2.1 | 5 | 17 | 104 | -4 | -3.2
7 | Cc1ccc(/C=N/NC(=O)c2cc(-c3ccccc3)nc3ccccc23)o1 | -5 | -23 | 3 | -0.6 | 3 | -1 | 97 | 9 | -2.5
8 | Cc1cnc(=O)[nH]c1SCc1ccc([N+](=O)[O-])cc1 | -9 | -6 | 7 | -1.7 | 18 | 28 | 95 | 6 | -0.6
9 | CC(=O)c1cccc(NC(=O)C2CCN(S(=O)(=O)c3ccc(C)cc3)CC2)c1 | 1 | -22 | 5 | -4.5 | -4 | 12 | 102 | -3 | 1.1
10 | Cc1cccc(C)c1OCC(C)N (stereo not drawn) | 6 | . | . | . | 0 | 27 | 109 | . | .
11 | Cc1cc2nc(-c3ccc(SCC(=O)N4CCN(C(=O)c5ccco5)CC4)nc3)[nH]c2cc1C | -2 | -20 | 1 | 0.7 | 0 | -24 | 99 | 3 | -0.5
12 | N#Cc1ccc(NC(=O)Nc2ccc(Cl)cc2)cc1 | 3 | 11 | 2 | -3.5 | 3 | 71* | 101 | 2 | -2.8
13 | CC1CCCCC1NC(=O)c1nn(C)c2c1CS(=O)(=O)c1ccccc1-2 (stereo not drawn) | -4 | -32 | -6 | -0.8 | 18 | 18 | 95 | 1 | 0.6
14 | O=C(CCc1ccccc1)Nc1ccc(Cl)cn1 | 5 | 5 | 11 | -2.8 | -3 | 32 | 109 | 4 | -4.0
15 | CCOc1c(OC(C)=O)ccc(/C=C/c2ccc3cccc(OC)c3n2)c1[N+](=O)[O-] | -3 | -2 | 6 | -2.6 | -17 | 42 | 89 | -5 | -2.6
16 | Cn1nc([N+](=O)[O-])nc1Sc1nnnn1-c1ccc(C(=O)O)cc1 | -5 | 11 | -4 | -3.9 | 10 | 4 | 94 | -6 | -1.1
17 | CCc1nnc(NC(=O)CC23CC4CC(CC(C4)C2)C3)s1 | 4 | -36 | 3 | -3.3 | 2 | 1 | 98 | 2 | -5.6
18 | Cc1ccc(/C=N/N2CCN(Cc3ccc(Cl)cc3)CC2)o1 | . | -8 | -3 | -0.8 | 4 | 5 | . | -1 | -2.2
19 | Cc1cc([N+](=O)[O-])ccc1NC(=O)c1cccc(NC(=O)C(C)C)c1 | -4 | 1 | 3 | -3.0 | 5 | -1 | 95 | 0 | -2.2
20 | CC(/C=C1\SC(=S)N(c2ccc(C(=O)O)cc2)C1=O)=C\c1ccccc1 | 3 | -14 | 12 | -1.1 | 25 | . | 111 | 4 | -1.8
21 | Cc1ccc(NC(=O)COC(=O)C2COc3ccccc3O2)cc1S(=O)(=O)N1CCOCC1 (stereo not drawn) | -2 | -1 | -9 | -1.8 | -8 | 16 | 89 | 4 | -2.5
22 | O=C(Nc1cccc(-n2cnnn2)c1)c1ccc(Cl)cc1Cl | 11 | -5 | 1 | -4.4 | 4 | 6 | 106 | 4 | -4.1
23 | CC(=O)N1CCN(c2ccc(Nc3ncnc4c3oc3ccccc34)cc2)CC1 | -12 | -23 | 14 | 69* | 44 | 22 | 89 | 11 | 1.6
24 | CC(C)CC(=O)NC(=S)NCCc1ccccc1 | 2 | -3 | 8 | 1.0 | -8 | 15 | 102 | -7 | -0.8
25 | Cc1cccc(NC(=O)N2CCC(C(=O)c3ccc(F)cc3)CC2)c1 | -2 | -28 | -3 | 2.7 | -5 | 15 | 98 | -11 | 0.1
26 | O=C(Nc1nccs1)c1cc2sccc2n1Cc1ccc(F)cc1 | -1 | -6 | -2 | -3.3 | -10 | 14 | 99 | 1 | -2.1
27 | Cn1cc(C(=O)c2cccc(Cl)c2Cl)cc1C(=O)O | 2 | -1 | -8 | 0.6 | -1 | 10 | 102 | 1 | -2.4
28 | CC1C(=O)N2CCCc3cc(S(=O)(=O)NCc4ccc(Cl)cc4)cc1c32 (stereo not drawn) | -1 | -29 | 3 | -2.5 | . | 20 | 100 | -3 | -2.0
29 | Cc1ccc(C(=O)NNC(=O)CCCCC(=O)NNC(=O)c2ccc(C)cc2)cc1 | 9 | -7 | -9 | 0.8 | 19 | 11 | 98 | 3 | 0.9
30 | Cc1ccc(Nc2cc(=O)oc3ccccc23)c(C)c1 | 0 | -10 | 8 | -3.2 | -9 | 15 | 96 | 1 | -4.3
31 | Cn1c(=NC(=O)c2ccccc2[N+](=O)[O-])sc2cc(S(C)(=O)=O)ccc21 | -2 | -1 | -3 | -0.5 | 27 | 27 | 93 | -6 | -2.0
32 | CN(C)/N=C/C=C1\CCC/C(=C\c2ccc(F)c(F)c2)C1=O | 5 | -10 | 38* | -2.0 | 23 | -11 | 103 | 9 | -1.2
33 | Cc1sc(-c2ccccn2)nc1OC(=O)c1cccc(Cl)c1Cl | 5 | 2 | 1 | -0.1 | 9 | 27 | 101 | 5 | -2.3
34 | O=C(NCc1ccco1)c1cc2nc(C3CC3)cc(C(F)(F)F)n2n1 | -8 | -11 | 0 | 0.7 | 10 | 8 | 90 | -9 | -1.2
35 | COc1ccc(OC)c(C2=NOC(C(=O)NCc3cccs3)C2)c1 (stereo not drawn) | -6 | -9 | 5 | -1.9 | 3 | 1 | 93 | -2 | -2.3
36 | Cc1ccc(NC(=O)CN2CCN(CCN=CC3=C(O)CC(c4ccc(C)cc4)CC3=O)CC2)cc1 (stereo not drawn) | -3 | 4 | 7 | -3.9 | -2 | 5 | 102 | -25 | -2.9
37 | COc1ccccc1C(=O)n1nc(-c2cccnc2)nc1NCc1ccccc1 | 1 | -22 | -6 | 0.0 | -4 | -4 | 102 | 3 | -0.4
38 | CC(C)NC(=O)c1sc2nc3c(c(-c4cccs4)c2c1N)CN(C)CC3 | 2 | -2 | 13 | -3.9 | 45 | 18 | 102 | -3 | -3.0
39 | CC(=O)Nc1ccc(N(C(=O)CNC(=O)c2ccco2)C(C(=O)NCc2ccco2)c2ccccc2)cc1 (stereo not drawn) | 1 | -12 | -1 | -3.9 | -8 | . | 99 | 1 | -0.3
40 | Cc1cc(C(F)(F)F)nn1CC(=O)NCc1ccccc1 | -2 | 1 | 0 | 0.1 | 4 | 7 | 99 | 1 | -3.3
41 | CCOC(=O)c1ccc(-c2ccc3c(c2)CCC3)nc1C | -1 | -15 | 1 | -2.8 | -4 | 8 | 97 | -1 | -1.8
42 | COc1ccccc1C(=O)Nc1sc2c(c1C(=O)NCc1ccco1)CCCC2 | 6 | 0 | -7 | -2.7 | 61* | -5 | 105 | 2 | 2.7
43 | COc1ccccc1-c1nnc(NC(=O)c2ccc(S(=O)(=O)N3CCOCC3)cc2)o1 | 2 | -40 | 1 | -5.0 | -5 | -46 | 104 | 24 | -2.8
44 | COc1cc(OC)cc(C(=O)Nc2nnc(-c3cccnc3)o2)c1 | -1 | -11 | 3 | -2.5 | 15 | -19 | 99 | 2 | -4.2
45 | CCN1C(=O)N(CC)C2C1N(C(C)=O)C(=O)N2C(C)=O (stereo not drawn) | -3 | 6 | -5 | -2.5 | -11 | 8 | 99 | 2 | -3.3
46 | Cc1sc2nc(COC(=O)C(NC(=O)c3ccc(Cl)cc3Cl)C(C)C)[nH]c(=O)c2c1C (stereo not drawn) | -2 | -9 | 7 | -5.2 | 5 | 12 | 97 | 7 | -3.1
47 | NNC(=O)COc1ccc(F)cc1 | 20 | -10 | -1 | -4.3 | 1 | 17 | 85 | 4 | -1.5
48 | COc1ccc(/C=C2\SC(=S)N(CCC(=O)N3CCCCC3)C2=O)cc1 | 3 | -9 | -8 | -1.8 | 5 | 0 | 98 | 2 | -3.5
49 | O=CNC(Cc1ccccc1)C(=O)O (stereo not drawn) | 3 | 3 | 12 | -2.5 | 8 | 5 | 99 | -1 | -2.3
50 | Cc1ccc(CSc2nnc(-c3ccncc3)o2)c(C)c1 | 2 | -28 | 2 | -3.3 | -15 | -9 | 102 | -1 | -2.1
51 | CSCC[C@H](NC(=O)c1cccs1)C(=O)N1CCC2(CC1)NCCc1[nH]cnc12 | -2 | 0 | -1 | -2.3 | 7 | 19 | 96 | -15 | -1.3
52 | CC(=O)NN1C(=O)c2ccccc2NC1c1ccccn1 (stereo not drawn) | 2 | -1 | 40* | -5.5 | 13 | 20 | 104 | 6 | -4.8
53 | COc1ccc2c(CC(=O)Nc3cccc(S(=O)(=O)N4CCOCC4)c3)coc2c1 | 7 | -6 | -1 | -1.9 | -4 | 20 | 109 | -4 | -1.5
54 | Cc1cc(C(=O)Nc2ccc3c(c2)OCCO3)c2ccccc2n1 | -2 | -8 | 3 | -2.5 | -3 | -11 | 97 | -1 | -1.9
55 | COc1cc(NC(=O)c2onc(C)c2Cl)c(OC)cc1Cl | -8 | 2 | 4 | -1.4 | 16 | 13 | 99 | 9 | -2.6
56 | Cc1cccc(Oc2cc([N+](=O)[O-])cc3c2C(=O)Nc2ccccc2O3)c1 | -3 | 0 | 1 | -6.3 | 16 | 27 | 91 | 25 | -3.4
57 | COCCn1c(C)cc(C(=O)CSc2nc3ccccc3c(=O)n2C(C)COC)c1C (stereo not drawn) | 3 | -30 | -2 | -3.5 | -1 | 13 | 106 | -5 | -0.3
58 | Cc1ccc(NC(=O)c2ccc(OC(=S)N3CCOCC3)cc2)cc1 | 3 | -4 | 4 | -2.2 | 17 | 9 | 102 | 6 | -2.6
59 | COc1ccc(N2CCN(c3nc4c(C)cccn4c(=O)c3/C=C(\C#N)C(N)=O)CC2)cc1 | 1 | -25 | 14 | 3.1 | -10 | 9 | 103 | -15 | -0.3

3 of the entries above in order of the MEKK2wt PB1 HTS value, rising.
# | molecule | MEKK2wt PB1 HTS
49 | O=CNC(Cc1ccccc1)C(=O)O (stereo not drawn) | 99
59 | COc1ccc(N2CCN(c3nc4c(C)cccn4c(=O)c3/C=C(\C#N)C(N)=O)CC2)cc1 | 103
57 | COCCn1c(C)cc(C(=O)CSc2nc3ccccc3c(=O)n2C(C)COC)c1C (stereo not drawn) | 106

High-throughput results from PubChem.
